H9c2 TAG inh: inhibitors of triacylglycerol accumulation; H9c2 cells, Nile Red lipid (TAG) fluorescence; cells loaded with 200 µM oleic acid; hit rate 0.66% among 230,000; inhibition, % at 12.5 µM;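 active means pattern-corrected inhibition of lipid staining of at least 50% with the nuclear-stain viability signal not falling by more than 50%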;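 further: 0% = DMSO wells and 100% = triacsin C control wells; some results filed as inactive read as strong as hits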
H9c2 TAG inh DAPI viability: recorded beside H9c2 TAG inh, whose call it bears; DAPI nuclei signal change (viability), lower = more cytotoxic, %;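 whole-well DAPI fluorescence read on a plate reader as a viability signal; minus 50 percent equals half of cells still viable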
* hit, by the source's call. Not all compounds are listed; count on the stated rates, not on these rows.

How did CC(C)CC(=O)c1c[nH]c(C(=O)NCC2CCCO2)c1 (stereo not drawn) do in these assays?
H9c2 TAG inh: 28.9; H9c2 TAG inh DAPI viability: -6.4

What do the screens show for `CCCCOc1ccc(C(=O)Nc2ccncc2)cc1`?
H9c2 TAG inh: -23.0; H9c2 TAG inh DAPI viability: 3.2

Results for CCOc1cc(/C=N/NC(=O)C2CCCC2)ccc1O ?
H9c2 TAG inh: 7.7; H9c2 TAG inh DAPI viability: 4.3

How did CCOc1ccccc1NC(=O)COn1nnc2ccccc21 do in these assays?
H9c2 TAG inh: -9.0; H9c2 TAG inh DAPI viability: -7.4

What do the screens show for `CC(C)(C)NC(=O)c1cc(-c2ccc3c(c2)OCO3)nc2ccccc12`?
H9c2 TAG inh: 4.5; H9c2 TAG inh DAPI viability: 1.5

How did CC(NCc1ccc(N(C)C)cc1)C1CC2CCC1C2 (stereo not drawn) do in these assays?
H9c2 TAG inh: -15.3; H9c2 TAG inh DAPI viability: 14.7

Results for CN(CC(=O)N1CCN(c2ccccn2)CC1)S(=O)(=O)c1ccc(Br)cc1 ?
H9c2 TAG inh: -6.8; H9c2 TAG inh DAPI viability: -13.9

What do the screens show for `O=C(c1cc(-c2ccncc2)nc2ccccc12)N1CCN(c2ncccn2)CC1`?
H9c2 TAG inh: 6.8; H9c2 TAG inh DAPI viability: -9.6

What do the screens show for `C[C@H](CO)N1C[C@H](C)[C@@H](CN(C)C(=O)NC2CCCCC2)Oc2ccc(NC(=O)Nc3ccc(C(F)(F)F)cc3)cc2C1=O`?
H9c2 TAG inh: 3.0; H9c2 TAG inh DAPI viability: -6.9

How did C[C@H]1CN([C@@H](C)CO)C(=O)CCCn2nncc2CO[C@H]1CN(C)S(=O)(=O)c1cccc(C#N)c1 do in these assays?
H9c2 TAG inh: -8.6; H9c2 TAG inh DAPI viability: 0.9

What do the screens show for `Clc1ccc(-n2cnc3c(Cl)ncnc32)cc1Cl`?
H9c2 TAG inh: 3.7; H9c2 TAG inh DAPI viability: 6.9

How did O=C(NNC(=O)c1cccc(S(=O)(=O)Nc2ccccc2F)c1)c1ccncc1 do in these assays?
H9c2 TAG inh: 1.4; H9c2 TAG inh DAPI viability: 2.8

How did COc1cc(N2C(=O)c3ccccc3C2=O)c(Cl)cc1C(=O)OCC(=O)NCc1ccco1 do in these assays?
H9c2 TAG inh: -7.5; H9c2 TAG inh DAPI viability: 10.0

What do the screens show for `CC(C)c1ccc(C(=O)N2CCCC(c3cc(C(=O)NCc4ccccc4)no3)C2)cc1` (stereo not drawn)?
H9c2 TAG inh: 18.5; H9c2 TAG inh DAPI viability: 1.6

How did O=c1c2oc3ccccc3c2ncn1Cc1ccccc1Cl do in these assays?
H9c2 TAG inh: 0.4; H9c2 TAG inh DAPI viability: -7.9

What do the screens show for `C[C@H](CO)N1C[C@H](C)[C@@H](CN(C)C(=O)Oc2ccccc2)OCc2cn(nn2)CCCC1=O`?
H9c2 TAG inh: -0.1; H9c2 TAG inh DAPI viability: 7.6

What do the screens show for `COc1cc(-c2nnc(NC(=O)c3ccco3)o2)cc(OC)c1OC`?
H9c2 TAG inh: -10.8; H9c2 TAG inh DAPI viability: -2.8

What do the screens show for `CCc1ccc(NC(=O)C2CCCN(S(C)(=O)=O)C2)cc1` (stereo not drawn)?
H9c2 TAG inh: 9.2; H9c2 TAG inh DAPI viability: 3.3

What do the screens show for `CCCNC(=O)c1ccccc1C(=O)NCCC`?
H9c2 TAG inh: -7.2; H9c2 TAG inh DAPI viability: 1.2

Results for Cc1cc(C)c2c(n1)nn1c(NCCOCCO)cc(C)nc21 ?
H9c2 TAG inh: -1.7; H9c2 TAG inh DAPI viability: 27.1

A draw from above in order of length of the SMILES, smallest number first.
What do the screens show for `Clc1ccc(-n2cnc3c(Cl)ncnc32)cc1Cl`?
H9c2 TAG inh: 3.7; H9c2 TAG inh DAPI viability: 6.9

What do the screens show for `O=C(c1cc(-c2ccncc2)nc2ccccc12)N1CCN(c2ncccn2)CC1`?
H9c2 TAG inh: 6.8; H9c2 TAG inh DAPI viability: -9.6

Results for CN(CC(=O)N1CCN(c2ccccn2)CC1)S(=O)(=O)c1ccc(Br)cc1 ?
H9c2 TAG inh: -6.8; H9c2 TAG inh DAPI viability: -13.9

Fetched one by one from the list above:
Results for CN(CC(=O)N1CCN(c2ccccn2)CC1)S(=O)(=O)c1ccc(Br)cc1 ?
H9c2 TAG inh: -6.8; H9c2 TAG inh DAPI viability: -13.9

How did CCOc1ccccc1NC(=O)COn1nnc2ccccc21 do in these assays?
H9c2 TAG inh: -9.0; H9c2 TAG inh DAPI viability: -7.4

What do the screens show for `CC(C)c1ccc(C(=O)N2CCCC(c3cc(C(=O)NCc4ccccc4)no3)C2)cc1` (stereo not drawn)?
H9c2 TAG inh: 18.5; H9c2 TAG inh DAPI viability: 1.6

How did COc1cc(N2C(=O)c3ccccc3C2=O)c(Cl)cc1C(=O)OCC(=O)NCc1ccco1 do in these assays?
H9c2 TAG inh: -7.5; H9c2 TAG inh DAPI viability: 10.0

Other entries follow:
What do the screens show for `Cc1ccc(CC(=O)NCCN2CCOCC2)cc1`?
H9c2 TAG inh: -4.5; H9c2 TAG inh DAPI viability: -5.2

What do the screens show for `O=C(c1sc2ccccc2c1Cl)N1CCN(c2ncccn2)CC1`?
H9c2 TAG inh: 5.0; H9c2 TAG inh DAPI viability: -4.0

What do the screens show for `Cc1c(C(=O)Nc2ccccc2C(=O)N2CCCC2)cccc1[N+](=O)[O-]`?
H9c2 TAG inh: 25.0; H9c2 TAG inh DAPI viability: -35.7

What do the screens show for `CN(c1ccc(C(=O)N2CCN(Cc3ccccc3)CC2)cc1)S(=O)(=O)c1ccc(Cl)cc1`?
H9c2 TAG inh: -27.4; H9c2 TAG inh DAPI viability: -7.0

Results for COc1ccc(N=C2SC(C(=O)N3CCN(c4ccccc4)CC3)CC(=O)N2C)cc1 (stereo not drawn) ?
H9c2 TAG inh: -6.9; H9c2 TAG inh DAPI viability: -4.1

What do the screens show for `CC(=O)Cn1cnc2c(cnn2-c2ccc(F)cc2)c1=O`?
H9c2 TAG inh: -9.0; H9c2 TAG inh DAPI viability: 2.8

Results for COC(=O)c1ccc(S(=O)(=O)N2CCCCCC2)n1C ?
H9c2 TAG inh: 2.2; H9c2 TAG inh DAPI viability: -4.4

What do the screens show for `Cc1cccc(C)c1Cn1c(C)c(C(=O)NCc2cccc(Cl)c2)sc1=O`?
H9c2 TAG inh: 16.7; H9c2 TAG inh DAPI viability: -5.8

Results for COc1cc(C2C3=C(CCCC3=O)Nc3[nH]n(-c4ccccc4)c(=O)c32)cc(OC)c1OC (stereo not drawn) ?
H9c2 TAG inh: 5.1; H9c2 TAG inh DAPI viability: -3.4

How did Cc1ccc2c(CC(=O)O)coc2c1C do in these assays?
H9c2 TAG inh: -3.8; H9c2 TAG inh DAPI viability: -4.2

How did COc1ccc(C(=O)Nc2cc(C)nn2-c2nc3ccccc3[nH]2)c(OC)c1 do in these assays?
H9c2 TAG inh: 43.9; H9c2 TAG inh DAPI viability: 53.7

What do the screens show for `C=CCNC(=O)COc1ccc(N(C)S(=O)(=O)c2ccc(NC(C)=O)cc2)cc1`?
H9c2 TAG inh: -1.8; H9c2 TAG inh DAPI viability: 1.5

What do the screens show for `COc1ccc(Cl)cc1C(=O)NNC(=O)C1COc2ccccc2O1` (stereo not drawn)?
H9c2 TAG inh: -7.1; H9c2 TAG inh DAPI viability: -0.5

How did O=c1[nH]c2ccc(Cl)cc2c(-c2ccccc2)c1N1CCOCC1 do in these assays?
H9c2 TAG inh: 4.0; H9c2 TAG inh DAPI viability: -4.6

Results for CCCC1(c2ccccc2)NC(=O)N(CC(=O)Nc2cc(C)on2)C1=O (stereo not drawn) ?
H9c2 TAG inh: -0.2; H9c2 TAG inh DAPI viability: -2.4

What do the screens show for `C[C@@H]1CN([C@H](C)CO)C(=O)CCCn2nncc2CO[C@@H]1CN(C)C(=O)Nc1ccc2c(c1)OCO2`?
H9c2 TAG inh: 13.4; H9c2 TAG inh DAPI viability: -5.1

Results for CCOC(=O)c1ccccc1NC(=O)COC(=O)CSC(C)C(=O)Nc1cc(C)on1 (stereo not drawn) ?
H9c2 TAG inh: -15.3; H9c2 TAG inh DAPI viability: 3.0

What do the screens show for `O=C(O)CCCCCN1C(=O)C2CCCCC2C1=O` (stereo not drawn)?
H9c2 TAG inh: 0.5; H9c2 TAG inh DAPI viability: 2.5

Results for Cc1ccc(C)n1/N=C1/NC(=O)CS1 ?
H9c2 TAG inh: -8.2; H9c2 TAG inh DAPI viability: 12.5

How did O=C(NCC1CCCCC1)C1(CC2CC(c3cccc(Br)c3)=NO2)CCNCC1 (stereo not drawn) do in these assays?
H9c2 TAG inh: 125.9; H9c2 TAG inh DAPI viability: -65.4

Structures from the list above containing bromine, in the order listed:
Results for CN(CC(=O)N1CCN(c2ccccn2)CC1)S(=O)(=O)c1ccc(Br)cc1 ?
H9c2 TAG inh: -6.8; H9c2 TAG inh DAPI viability: -13.9

How did O=C(NCC1CCCCC1)C1(CC2CC(c3cccc(Br)c3)=NO2)CCNCC1 (stereo not drawn) do in these assays?
H9c2 TAG inh: 125.9; H9c2 TAG inh DAPI viability: -65.4

Next section
Results for Cc1cc(N2CCCC(C(=O)Nc3cccc4ccccc34)C2)n2ncnc2n1 (stereo not drawn) ?
H9c2 TAG inh: -16.7; H9c2 TAG inh DAPI viability: 6.9

Results for COc1cc2c(cc1OC)CN(CC(=O)NC(=O)NC(C)(C)C)CC2 ?
H9c2 TAG inh: 0.8; H9c2 TAG inh DAPI viability: 8.3

Results for Cc1ccsc1C(=O)N1CCC1(C)C(=O)NS(=O)(=O)c1ccccc1C(F)(F)F (stereo not drawn) ?
H9c2 TAG inh: 5.9; H9c2 TAG inh DAPI viability: 2.7

Results for Cc1ccc(-c2ccc(CCC(=O)O)n2NC(=O)c2ccc([N+](=O)[O-])cc2)cc1 ?
H9c2 TAG inh: -10.4; H9c2 TAG inh DAPI viability: 9.2

Results for O=[N+]([O-])c1ccc(NN=C(Oc2ccccc2)c2ccc([N+](=O)[O-])cc2)cc1 ?
H9c2 TAG inh: -16.8; H9c2 TAG inh DAPI viability: 9.5

Results for Cc1csc(=O)n1CCC(=O)OCc1nnc(-c2ccc([N+](=O)[O-])cc2)o1 ?
H9c2 TAG inh: 29.3; H9c2 TAG inh DAPI viability: -12.6

Results for Cn1cc(C(=O)NCc2ccc(F)cc2)cn1 ?
H9c2 TAG inh: -6.0; H9c2 TAG inh DAPI viability: -0.2

Results for CCOC(=O)c1cccc(NC(=S)NC(=O)c2cccnc2)c1 ?
H9c2 TAG inh: -9.3; H9c2 TAG inh DAPI viability: 4.0

Results for COc1ccc(C[C@H]2CN3C(=NC[C@@H]3C)N2CCNC(=O)CCC2CCCCC2)cc1 ?
H9c2 TAG inh: -3.4; H9c2 TAG inh DAPI viability: 14.0

How did CCOc1ccc(/C=C2\SC(=S)N(CC(=O)N(CCO)C(C)(C)C)C2=O)cc1 do in these assays?
H9c2 TAG inh: -9.8; H9c2 TAG inh DAPI viability: -1.1

What do the screens show for `Cc1nc(N)sc1C(=O)N/N=C/c1ccc([N+](=O)[O-])cc1`?
H9c2 TAG inh: 15.3; H9c2 TAG inh DAPI viability: -8.6

Results for Cc1ccc(CNc2nc(NCc3ccccc3)nc3ccsc23)c(C)c1 ?
H9c2 TAG inh: -8.8; H9c2 TAG inh DAPI viability: 14.2

What do the screens show for `O=c1cc(OCc2ccccc2)cc[nH]1`?
H9c2 TAG inh: -10.3; H9c2 TAG inh DAPI viability: 3.0

How did CCC(=O)NCCc1cc2ccc(C)c(C)c2[nH]c1=O do in these assays?
H9c2 TAG inh: -11.2; H9c2 TAG inh DAPI viability: -4.0

Results for Cc1cc(NC(=O)C(C)SCC(=O)OCc2c(Cl)cccc2Cl)no1 (stereo not drawn) ?
H9c2 TAG inh: -4.8; H9c2 TAG inh DAPI viability: 5.6

How did C/C(=N\N=C(N)N)c1ccc(Cl)cc1Cl do in these assays?
H9c2 TAG inh: 13.1; H9c2 TAG inh DAPI viability: 5.9

Results for COc1ccc(N2CCN(C(=O)COC(=O)c3ccc(C)o3)CC2)cc1 ?
H9c2 TAG inh: -23.3; H9c2 TAG inh DAPI viability: 0.9

What do the screens show for `O=C(NCc1ccc(F)cc1)C(Cc1ccccc1)n1cccc1` (stereo not drawn)?
H9c2 TAG inh: -17.7; H9c2 TAG inh DAPI viability: 2.8

What do the screens show for `Fc1ccc(-c2nnc(CN3CCC(c4nc5ccccc5s4)CC3)o2)cc1`?
H9c2 TAG inh: -21.8; H9c2 TAG inh DAPI viability: 9.0

Results for O=C(c1ccc2ccccc2c1)C1CCCN(C(=O)c2cccnc2)C1 (stereo not drawn) ?
H9c2 TAG inh: 2.3; H9c2 TAG inh DAPI viability: 0.6

How did Cc1nc2c(=O)[nH]n(C)c2nc1C do in these assays?
H9c2 TAG inh: -3.5; H9c2 TAG inh DAPI viability: 7.4

High-throughput results from PubChem BioAssay.
